Peg3 promoter: reduces Peg3 promoter-driven luciferase expression in HeLa; inhibition, % at 20 µM; 360,000 compounds, 1.7% hits; HeLa PEG-Prom luciferase reporter, luminescence, overnight;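 active = inhibition of at least 50% at 20 µM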
NR2E3 ag-1: human photoreceptor-specific nuclear receptor agonism; Q9Y5X4; CHO-S Gal4-NCOR/VP16-NR2E3 two-hybrid, luciferase; inhibition of corepressor binding, % at 3.98 µM; 360,000 compounds, 0.35% hits; AID 602229;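 active = inhibition above the mean of all tested compounds plus 3 SD, cut at about 70% in these data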;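 note: 0% = DMSO with NR2E3 transfected cells and 100% = cells lacking NR2E3 construct; higher means lower luciferase signal from less NR2E3 corepressor binding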
Target sequence (Q9Y5X4 whole entry, looked up, the tested form may be a part): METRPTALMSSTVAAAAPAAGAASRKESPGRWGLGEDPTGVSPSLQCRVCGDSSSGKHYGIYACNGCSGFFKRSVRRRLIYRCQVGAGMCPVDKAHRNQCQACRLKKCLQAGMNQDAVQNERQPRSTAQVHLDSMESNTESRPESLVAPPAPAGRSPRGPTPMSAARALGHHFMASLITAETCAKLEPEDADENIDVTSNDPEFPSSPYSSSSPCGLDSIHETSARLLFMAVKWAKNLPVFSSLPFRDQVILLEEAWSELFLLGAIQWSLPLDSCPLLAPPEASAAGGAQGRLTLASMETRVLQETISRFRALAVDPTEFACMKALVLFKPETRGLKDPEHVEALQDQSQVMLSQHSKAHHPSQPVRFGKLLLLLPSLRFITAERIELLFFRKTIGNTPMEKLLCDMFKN
NR2E3 ag-2: NR2E3 (human) agonism. 320,000 compounds, 0.12% hits. AID 2300. inhibition of corepressor binding, % at 4.78 µM. Q9Y5X4. GST-NR2E3/biotin-RetCOR TR-FRET, 1536-well;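 active = percent inhibition above the cutoff of mean plus 3 SD of all tested compounds, set per screening campaign, cut at about 20% in these data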;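 note: 0% = DMSO wells and 100% = biotin wells as full block of FRET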
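Format: 1536-well format; test system: GST-NR2E3 and biotin-RetCOR proteins; read-out basis: percent inhibition of TR-FRET ratio; timing: 5 h incubation at 4 °C; detection: time-resolved FRET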
HIF-2a inh: blocks HIF-2a reporter activity | 786-0 RCC cells HIF-2a reporter, luciferase luminescence, overnight | inhibition, % at 18.8 µM | 360,000 compounds, 0.72% hits | AID 624352;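 active = inhibition of the luminescence signal of 40% or more relative to plate controls, in a single-dose primary screen at 18.75 µM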
aDG glyco up: alpha-DG glycosylation activation | Pro5-aDG cells, alpha-DG glycosylation AlphaScreen (IIH6); 0% Pro5, 100% B10-LARGE cell signal | activation, % at 10 µM | 360,000 compounds, 0.22% hits | AID 624168;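 active = activation of at least 8% versus controls, or a plate z-score of at least 8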;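 note: Pro5 are CHO cells carrying HIG-tagged alpha-DG that lacks glycosylation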
iPSC survival up: enhancers of human iPSC single-cell survival. survival enhancement, % at 20 µM. AID 602274. 360,000 compounds, 0.044% hits. hiPSC single-cell survival, ATPlite luminescence; 100% = ROCK inhibitor wells, 0% = DMSO; in the data active = survival enhancement above about 18%;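 note: cells exposed to compounds for 16 hours before the ATP read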
Vif imaging: blocks HIV Vif function | 340,000 compounds, 0.35% hits | HEK293T cells, Vif self-association by quenched fluorescence, imaging, 24 h | inhibition, % at 7.49 µM | AID 602346; in the data active = inhibition above about 50%, passing the limit was not always enough; inconclusive = no clear call, values can overlap the other calls; inactive = below about 31%; note: some results filed as inactive read as strong as hits
CaV13 ICDI inh: Primary screen for inhibitors of IQ motif and Ca2+-dependent inactivation inhibitor domain binding in CACNA1D, Förster resonance energy transfer in living cells, …; HEK cells, CFP/YFP FRET ICDI-IQ, plate reader, 10 min; percent FRET-ratio fall versus neutral wells; inhibition, % at 12.3 µM; 340,000 compounds, 0.098% hits;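 active = mean replicate inhibition of at least 30% and at least 1% of replicates passing that level; inconclusive = only one of the two criteria is met; inactive = neither criterion is met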;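 note: 0% = median of the neutral control wells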
PDI turbidity: blocks human protein disulfide isomerase activity; PDI insulin aggregation turbidity, A650, 90 min; inhibition, % at 10 µM; AID 588391; 350,000 compounds, 0.052% hits; P07237;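 active = mean inhibition across replicates of 30% or more, whatever share of single replicates reach that level; inconclusive = mean inhibition below 30% while every single replicate reaches 30%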;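 note: absorbance from insulin aggregation driven by PDI reduction with DTT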
Target sequence (P07237 whole entry, looked up): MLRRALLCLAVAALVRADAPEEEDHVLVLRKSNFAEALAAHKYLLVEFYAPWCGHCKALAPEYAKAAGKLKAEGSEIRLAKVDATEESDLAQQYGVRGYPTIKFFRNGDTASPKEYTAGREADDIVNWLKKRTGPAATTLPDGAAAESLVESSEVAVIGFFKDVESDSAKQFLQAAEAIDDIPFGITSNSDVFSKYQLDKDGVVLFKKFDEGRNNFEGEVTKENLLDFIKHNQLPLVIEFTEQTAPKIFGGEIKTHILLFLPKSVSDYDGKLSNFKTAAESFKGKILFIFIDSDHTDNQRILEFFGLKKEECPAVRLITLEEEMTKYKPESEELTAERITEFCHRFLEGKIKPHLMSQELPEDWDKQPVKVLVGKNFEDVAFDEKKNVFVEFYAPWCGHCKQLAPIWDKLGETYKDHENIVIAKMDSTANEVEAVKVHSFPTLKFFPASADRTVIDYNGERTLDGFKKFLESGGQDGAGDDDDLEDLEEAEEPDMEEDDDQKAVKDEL
Exocytosis inh: blocks lytic granule exocytosis; TALL-104 LAMP-1 surface exposure, flow cytometry; cells stimulated with thapsigargin and PMA; inhibition, % at 10 µM; 360,000 compounds, 0.66% hits; AID 651702;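 active = inhibition above about 55%, limit read from the data; inconclusive = no clear call, values can overlap the other calls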
MITF TRPM1 inh: inhibitors of MITF-driven TRPM1 promoter in melanoma cells; SK-MEL-5 TRPM1 promoter luciferase, 24 h; inhibition, % at 12.5 µM; 330,000 compounds, 0.83% hits;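 active = mean inhibition across replicates of 60% or more, whatever share of single replicates reaches that level; inconclusive = some that reach 60%, reason not given; inactive = mean inhibition across replicates below 60%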; note: values of inactives mirror those of a sister screen read the other way
Numbers without * were called inactive; ? = inconclusive; · = not tested or not shown.

mol	aDG glyco up	NR2E3 ag-1	HIF-2a inh	MITF TRPM1 inh	Peg3 promoter	CaV13 ICDI inh	Vif imaging	NR2E3 ag-2	Exocytosis inh	PDI turbidity	iPSC survival up
Cn1c(C(=O)N2CCN(c3ccc(Cl)cc3)CC2)cc2c(=O)[nH]c3ccccc3c21	0.8	-9.0	9.1	8.6	-30.5	-7.4	-15.2	2.3	3.4	-0.3	4.0
CCC(C)c1ccccc1NC(=O)c1cc2cccc([N+](=O)[O-])c2[nH]1 (stereo unspecified)	0.8	-35.6	-11.2	·	25.8	-4.7	-0.6	-0.7	3.1	-1.1	-0.6
O=C(CNC(=O)c1ccc(Br)cc1)NCC(=O)OCC(=O)c1ccccc1	-0.2	9.8	8.0	-7.9	-3.3	-6.6	2.2	1.6	16.3	-12.1	-0.3
Cc1cc(NCCCn2ccnc2)n2ncc(-c3ccccc3)c2n1	0.4	-86.8	26.4	57.9	19.9	·	-4.0	2.4	0.0	4.0	-6.1
Cn1nc(C(C)(C)C)cc1NC(=O)C1(C)CCN1C(=O)CC(c1ccccc1)c1ccccc1 (stereo unspecified)	0.2	-18.8	-1.5	·	15.5	-11.0	·	·	-5.6	5.4	-3.1
Cc1cc(=O)oc(C)c1C(=O)O	0.0	-7.1	14.2	-4.1	28.0	-9.2	24.0	2.0	-4.0	2.4	-1.3
O=c1cc(-c2c(F)c(F)c(F)c(F)c2F)oc2ccccc12	1.3	10.9	61.5*	33.1	84.0*	-7.4	-3.6	4.3	-1.4	-3.4	-0.8
CC(C)c1cccc(-c2csc(C(O)c3ccc(F)c(F)c3)n2)c1 (stereo unspecified)	0.3	44.5	2.7	·	14.6	-9.9	-4.1	·	-15.7	-0.7	-0.4
CSc1cccc(NC(=O)CC2Oc3ccccc3NC2=O)c1 (stereo unspecified)	0.1	-27.9	3.7	22.7	7.3	-3.8	-2.7	-1.4	-5.6	3.9	-0.2
O=C(CC1CCCCC1)Nc1nc2ccccc2s1	0.1	-140.1	-255.4	-53.1	-335.9	2.3	-2.5	0.9	2.4	-10.6	-1.4
Nc1ccc([N+](=O)[O-])cc1C(=O)NNC(=O)c1ccco1	-0.1	-14.6	10.2	-1.1	4.3	-15.5	2.9	-0.5	-0.4	16.0	-0.1
Cc1c(Cl)cccc1NC(=S)NCCc1ccc(S(N)(=O)=O)cc1	-0.3	11.6	12.5	4.0	22.4	-2.7	-6.4	4.2	-2.1	-3.0	-0.8
COc1ccc(C[C@H]2CN3C(=NC[C@@H]3C(C)C)N2CCNC(=O)CCC2CCCCC2)cc1	0.1	-15.6	-19.1	-20.9	49.6	-5.6	0.2	1.0	-2.3	-14.7	-3.1
O=C(COC(=O)Cc1c[nH]c2ccccc12)Nc1ccccc1C(F)(F)F	0.0	1.5	12.7	3.3	4.1	-6.1	2.8	·	8.8	-13.0	-0.2
O=C(NC(Cc1ccccc1)C(=O)NCCc1ccccn1)c1cccs1 (stereo unspecified)	-0.2	10.7	11.0	-0.3	-6.2	-19.7	26.8	0.7	0.0	-5.5	-0.7
C=CCN(c1ccccc1)S(=O)(=O)c1cccc(C(=O)Nc2cc(C)ccn2)c1	0.2	-38.5	-153.0	-26.9	-107.2	-4.6	-0.8	-1.6	-0.7	-5.3	-0.2
CCCN(CC(=O)Nc1ccccc1C)C(=O)c1ccc(S(=O)(=O)N2CCCCC2)cc1	-0.1	17.0	-2.5	3.3	10.8	·	-2.7	-0.8	9.7	5.2	-0.3
O=C(CC(Cc1ccccc1)C(=O)O)Nc1cccc(C(F)(F)F)c1 (stereo unspecified)	-0.1	21.1	7.8	-2.0	-1.6	-4.1	-5.8	-1.6	-6.2	-2.4	-0.3
Cc1cccc(OCC(=O)N(C)c2c(N)n(Cc3ccccc3)c(=O)[nH]c2=O)c1C	0.0	3.1	3.1	-2.7	-6.4	-2.3	-4.1	-1.5	11.1	-8.7	0.3
O=C(NCc1nc2ccccc2[nH]1)C1=C[C@H](c2coc3ccccc3c2=O)C[C@H](OCc2ccc(CO)cc2)O1	-0.4	2.6	20.5	14.4	47.7	-10.2	-3.9	3.8	-3.5	0.9	-0.4
CN(Cc1ccccn1)Cc1nc(COc2ccccc2)no1	-0.3	-11.5	-40.0	8.6	-19.1	-6.3	5.7	0.7	-1.2	3.0	0.5
O=C(CSc1nc(-c2ccccc2)nn1C(=O)c1ccccc1)Nc1cccc([N+](=O)[O-])c1	0.8	-22.1	-51.2	22.6	-8.5	-4.9	-10.8	0.5	-1.8	2.1	0.8
O=C(C1CCCCC1)N(Cc1ccccc1)c1ccccn1	-0.3	15.4	9.7	-4.8	3.9	0.2	3.0	-4.5	-1.0	-7.1	-0.7
Cc1cc(C(=O)OCC(=O)c2cccs2)ccc1[N+](=O)[O-]	-0.2	0.6	-0.2	-6.3	-14.4	-3.9	-11.9	·	-18.6	-3.9	0.0
COc1ccc(CCNC/C=C/c2ccccc2)cc1	-0.2	-12.1	6.9	1.7	11.3	-1.5	-0.4	-2.6	1.2	-6.1	-0.1
CCc1ccccc1NC(=O)c1cc2ncc(Br)cn2n1	-0.1	-12.1	-82.0	-56.1	-61.0	-5.1	4.1	5.7	2.4	4.2	-0.2
CCCn1cnc2c(=S)nc(N)[nH]c21	0.0	1.1	12.6	-0.8	-3.4	-6.2	22.4	-2.9	-1.4	1.8	0.4
COC(=O)C1CCN(CC(=O)N(C)c2c(N)n(Cc3ccccc3)c(=O)[nH]c2=O)CC1	0.0	-38.5	-0.4	7.5	-4.2	-17.5	·	3.1	11.6	-1.5	1.2
Cc1cccc(NC(=O)c2cc(NC(=O)C3CCCCC3C(=O)O)ccc2Cl)n1 (stereo unspecified)	0.0	-1.6	3.5	1.9	2.8	-0.7	-18.6	2.8	-0.7	-13.3	13.7
CCN1C(=O)CC(C(=O)OC)=C1C	-0.2	1.2	6.9	1.2	14.6	-5.9	3.8	-3.2	-2.7	-7.7	-1.4
CC1(C(=O)NS(=O)(=O)C2CC2)CCN(C(=O)c2ccc3c(c2)OCO3)C1 (stereo unspecified)	0.3	-21.3	1.6	·	-10.6	-4.9	-7.8	·	1.6	-0.4	2.4
CCOC(=O)C(C(C)=O)C(c1ccc(OC)cc1)C(C(C)=O)C(=O)OCC (stereo unspecified)	0.0	-1.1	7.2	-3.8	7.5	0.6	7.0	-1.3	1.7	-16.1	-0.9
COc1ccccc1NNC(=O)C(O)(c1ccccc1OC)c1ccccc1OC	-0.3	1.6	14.8	13.2	16.8	-3.6	-14.2	3.7	-8.2	9.6	6.2
CCn1cc(C(=O)NCCCN2CCCCCC2)c(=O)c2cc(S(=O)(=O)N3CCc4ccccc4C3)ccc21	0.0	17.6	33.0	16.6	6.2	-6.7	10.7	0.1	15.7	5.0	-1.9
CC1CCCC(NC(=O)COC(=O)c2cccc(NS(=O)(=O)/C=C/c3ccccc3)c2)C1C (stereo unspecified)	0.0	-18.3	-8.0	-6.5	16.7	-3.4	-3.6	3.0	12.8	-4.7	-0.3
COc1ccc(NC(=O)Cc2ccc(Cl)c(Cl)c2)cn1	0.1	2.5	-15.8	5.1	-18.5	-6.0	5.4	-2.4	-0.4	-2.3	-1.2
O=C(NCCCN=C1NS(=O)(=O)c2ccccc21)c1ccc(Cl)cc1	0.0	-20.4	12.3	5.7	18.8	-18.5	9.4	-2.2	-40.3	3.4	-0.1
CC1C(=O)C(C)C(c2cccc(Br)c2)NC1c1cccc(Br)c1 (stereo unspecified)	0.0	-7.7	28.0	·	11.0	-19.2	-13.2	-0.4	4.2	9.1	-0.3
CN(C)S(=O)(=O)n1cc(/C=C(\NC(=O)c2ccccc2)C(=O)N2CCCC2)c2ccccc21	-0.1	-1.4	5.3	5.4	6.8	-7.0	12.3	-2.6	2.5	-0.5	0.4
O=C(NCC1CCCO1)c1ccc(COc2ccc(Cl)cc2)cc1 (stereo unspecified)	0.1	-133.0	-4.2	6.4	-11.2	-5.4	1.5	4.7	-4.4	11.3	1.3
CN(C)C(CNC(=S)Nc1cccc(Cl)c1)c1cccnc1 (stereo unspecified)	0.2	10.2	8.5	-31.0	-4.2	4.3	-1.5	1.0	3.1	-2.0	0.6
Cc1ccc(C(=O)NCC(=O)N2CCN(c3ccccc3O)CC2)s1	-0.1	11.1	-13.1	·	3.1	-12.9	11.9	·	-1.2	-5.9	3.7
COc1ccc(C(=O)/C=C/C(=O)N(Cc2ccccc2OC)C(C(=O)NC2CCCCC2)c2ccncc2)c(O)c1 (stereo unspecified)	0.3	-28.2	19.9	-2.6	-119.5	-1.6	3.6	-1.1	?	0.3	-0.3
Cc1ccccc1Nc1nc(N)nc(CSc2nnc(C)n2C)n1	-0.2	-7.5	-3.5	3.0	0.9	-4.5	-8.3	-0.2	4.8	4.2	0.0
O=C(Nc1cccnc1)C1CCN(S(=O)(=O)c2cccs2)CC1	-0.1	0.1	6.9	5.5	7.7	2.0	0.6	-0.6	3.5	3.6	-0.5
O=C(CSc1ccc2nnc(-c3cccnc3)n2n1)Nc1ccc(F)cc1F	-0.3	-2.1	15.2	2.4	7.4	-5.5	1.4	0.3	-2.1	-11.5	-0.1
COc1cc2c(c(OC)c1OC)-c1ccc(OC)c(=O)cc1[C@@H](NC(C)=O)CC2	-0.1	32.3	11.7	39.9	-19.2	-5.0	?	4.2	1.7	8.5	-4.3
Nc1nonc1C(=O)NCCNC(=O)c1cccs1	0.1	-20.1	9.7	-12.7	5.8	-7.6	5.0	-0.2	1.2	-1.3	0.0

Compound profiles (already shown). Screens in order: aDG glyco up	NR2E3 ag-1	HIF-2a inh	MITF TRPM1 inh	Peg3 promoter	CaV13 ICDI inh	Vif imaging	NR2E3 ag-2	Exocytosis inh	PDI turbidity	iPSC survival up
O=C(Nc1cccnc1)C1CCN(S(=O)(=O)c2cccs2)CC1 reads -0.1	0.1	6.9	5.5	7.7	2.0	0.6	-0.6	3.5	3.6	-0.5
CN(C)C(CNC(=S)Nc1cccc(Cl)c1)c1cccnc1 (stereo unspecified) reads 0.2	10.2	8.5	-31.0	-4.2	4.3	-1.5	1.0	3.1	-2.0	0.6

Quoted from the listing:
Under Peg3 promoter, `Cc1cccc(OCC(=O)N(C)c2c(N)n(Cc3ccccc3)c(=O)[nH]c2=O)c1C` is listed with -6.4
Under CaV13 ICDI inh, `Cc1cccc(NC(=O)c2cc(NC(=O)C3CCCCC3C(=O)O)ccc2Cl)n1` (stereo unspecified) is listed with -0.7

High-throughput results from PubChem.
